Screens as filed in PubChem BioAssay.
proCasp7 act: activates human procaspase-7, counter-screen for procaspase-3 activators; recombinant procaspase-7, Ac-DEVD-pNA absorbance 405 nm; D23A/D198A/D206A triple mutant, cannot self-cleave; scale: DMSO 0, 5 µM enzyme 100; P55210; 330,000 tested, 0.093% active; activation, % at 8.5 µM; AID 463210;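 active means percent activation above the screen-wide mean plus 3 SD, cut at about 25% in these data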
Target sequence (P55210 whole entry D23A/D198A/D206A): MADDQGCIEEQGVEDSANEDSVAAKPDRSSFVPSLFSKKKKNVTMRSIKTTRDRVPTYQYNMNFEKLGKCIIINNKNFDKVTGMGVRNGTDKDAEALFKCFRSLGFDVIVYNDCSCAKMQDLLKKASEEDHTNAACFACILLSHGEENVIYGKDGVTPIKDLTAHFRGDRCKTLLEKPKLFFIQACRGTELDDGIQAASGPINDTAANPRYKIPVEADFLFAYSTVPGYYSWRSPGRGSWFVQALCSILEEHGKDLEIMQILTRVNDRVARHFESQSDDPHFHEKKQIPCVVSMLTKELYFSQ
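Replicates: singlicate. Assay system: Procaspase-7 triple mutant (PC-7 D3A). Signal: 405 nm absorbance of p-nitroaniline. Times: 1 h preincubation, 2 h reaction. Buffer or medium: Zinc-free HEPES pH 7.4 with 300 mM NaCl, 0.01% Triton X-100. Also added: DEVD-pNA substrate. Benchmarks: DMSO wells as 0%, DMSO with 5 µM added PC-7 as 100%.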
AGP1-GFP MLPCN: yeast TOR pathway AGP1-GFP modulation | S. cerevisiae AGP1-GFP multiplex flow cytometry, 3 h; GFP as percent of DMSO wells | GFP response vs DMSO, % at 10 µM | 320,000 tested, 0.02% active | AID 2066;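 active means GFP response relative to DMSO above a set limit, near screen average plus 3 SD, cut at about 150% in these data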;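 further: median GFP channel fluorescence of the gated AGP1 strain per well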
CIT2-GFP yeast: alters CIT2-GFP fluorescence in TOR pathway yeast screen; S. cerevisiae CIT2-GFP strain, flow cytometry, 3 h; 100 means same as DMSO wells; GFP response vs DMSO, % at 10 µM; 320,000 tested, 0.065% active; AID 2029;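 active means GFP response relative to DMSO above a set limit, near the screen mean plus 3 SD, cut at about 150% in these data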;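 further: ratio of well median GFP fluorescence to mean of DMSO wells on the plate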
AHR act: human AHR activation; AHR-responsive luciferase reporter cells, luminescence; P35869; AID 2796; activation, % at 5 µM; 320,000 tested, 2.5% active; in the data active means activation above about 47%;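 further: 0% = vehicle wells and 100% = reference agonist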
procasp3 activ: activates human procaspase-3; P42574; recombinant procaspase-3 D3A, Ac-DEVD-pNA absorbance 405 nm; activation, % at 8.5 µM; 330,000 tested, 0.11% active;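 active means activation above the mean of all tested compounds plus 3 SD, cut at about 21% in these data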;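 further: 0% = DMSO alone and 100% = DMSO wells spiked with extra 5 µM PC-3 D3A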
Target sequence (P42574 whole entry D9A/D28A/D175A): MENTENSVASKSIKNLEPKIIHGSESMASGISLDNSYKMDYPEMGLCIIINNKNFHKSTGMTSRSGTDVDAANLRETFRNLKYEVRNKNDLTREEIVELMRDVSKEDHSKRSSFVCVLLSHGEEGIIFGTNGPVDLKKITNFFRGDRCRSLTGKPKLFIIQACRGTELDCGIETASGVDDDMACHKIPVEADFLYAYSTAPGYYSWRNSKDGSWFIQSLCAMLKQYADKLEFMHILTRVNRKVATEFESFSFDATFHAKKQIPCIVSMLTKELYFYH
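Assay system: Procaspase-3 D3A mutant, all three cleavage aspartates alanine. Buffer or medium: Zinc-free HEPES saline buffer with Triton X-100. Times: 1 h compound preincubation, 2 h substrate hydrolysis at 25 °C. Measured by: 405 nm absorbance of p-nitroaniline, reads at 0 and 120 min. Read-out basis: percent activation relative to control range. Replicates: singlicate.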
MEP2 TOR yeast: yeast TOR pathway MEP2-GFP modulation | S. cerevisiae MEP2-GFP strain, flow cytometry GFP, 3 h; 100% = DMSO control level | GFP response vs DMSO, % at 10 µM | 330,000 tested, 0.51% active | AID 2016;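 active means GFP response versus DMSO above a set limit, roughly screen mean plus 3 SD, cut at about 180% in these data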;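 further: median GFP fluorescence of the barcode-gated MEP2-GFP cells per well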
LAP4 TOR yeast: yeast TOR pathway LAP4-GFP modulation | S. cerevisiae LAP4-GFP multiplex, flow cytometry GFP, 3 h; median GFP as percent of DMSO wells | GFP response vs DMSO, % at 10 µM | 320,000 tested, 0.34% active;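 active means GFP response vs DMSO above a set limit, about the screen mean plus 3 SD, cut at about 150% in these data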
RPL19A-GFP yeast: alters RPL19A-GFP fluorescence in TOR pathway yeast screen | S. cerevisiae RPL19A-GFP strain, flow cytometry, 3 h; hits give low values | percent response vs DMSO, % at 10 µM | 330,000 tested, 0.3% active | AID 2025;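 active means percent response vs DMSO below 50%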;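 further: median channel GFP fluorescence of the barcoded RPL19A-GFP strain; ratio of sample median GFP to plate DMSO average so 100% = DMSO; lower means less RPL19A-GFP as with rapamycin TOR inhibition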
* = called active by the depositor; x = not tested or not shown.

SMILES	proCasp7 act	AGP1-GFP MLPCN	CIT2-GFP yeast	AHR act	procasp3 activ	MEP2 TOR yeast	LAP4 TOR yeast	RPL19A-GFP yeast
CCCC(=O)NC(=S)Nc1ccc(CN2CCOCC2)cc1	4	94	95	3	4	102	93	94
C=CCn1nc2ccccc2c1OC	10	98	122	11	5	100	135	99
Cc1[nH]n(-c2ccc(Cl)cc2)c(=O)c1N=Nc1cccnc1	-4	92	113	33	-7	103	107	116
CCN(CC)CCN1C(=O)C(=O)/C(=C(/O)c2ccc(OC)cc2)C1c1ccco1 (stereo not drawn)	-34	106	94	4	-3	113	102	106
COc1ccc(NS(=O)(=O)c2cccc(C(=O)OCC(=O)Nc3cc(C)on3)c2)cc1	-3	x	96	5	4	101	98	94
CN1C(=O)/C(=C/c2ccc(OCc3ccc(F)cc3)cc2)N(C)C1=S	-12	97	99	-2	-9	114	103	96
COc1ccc(S(=O)(=O)N(C)CC(=O)Nc2ccc(F)cc2)cc1	-1	92	96	0	5	97	97	95
CCOC(=O)c1c(NC(=O)C2C3CCC(O3)C2C(=O)O)sc(C)c1-c1ccc(C)cc1 (stereo not drawn)	-3	100	99	1	1	99	103	102
Clc1ccc(-c2nnc3cccc(Cl)n23)c(Cl)c1	4	102	104	0	8	107	111	102
[O-]c1c[n+](-c2ccccc2)no1	4	106	99	4	-10	97	106	102
CCOc1cc(C(=O)NC(C)CCc2ccccc2)cc(OCC)c1OCC (stereo not drawn)	-32	102	104	-2	-1	109	93	103
CN(C)CCOc1cccc(Br)c1	-9	101	97	3	5	96	97	95
Cc1cccc(N2CCN(Cc3nc(CC4CC4)no3)CC2)n1	3	100	98	1	5	102	99	109
CCOC(=O)N1CCC(N2CCCC(C(=O)c3cccc(OC(C)C)c3)C2)CC1 (stereo not drawn)	-3	97	103	3	0	105	100	106
O=C(CC1C(=O)NCCN1C(=O)Nc1ccc(F)cc1)Nc1cc(Cl)ccc1Cl (stereo not drawn)	3	107	101	-5	-1	99	112	101
COC(=O)c1cc(NC(=O)CN2C(=O)C(=O)N(C3CCCC3)C2=O)cc(C(=O)OC)c1	7	101	101	-1	1	100	93	98
CC1(C)NC(=O)N(CCCOc2ccccc2Br)C1=O	7	96	99	2	2	102	88	99
COc1ccc(CCN2CC(C(=O)OCC(=O)Nc3c(C)nn(-c4ccccc4)c3C)CC2=O)cc1OC (stereo not drawn)	8	102	105	6	7	104	102	103
CNC(=O)Nc1ccc2snnc2c1	6	100	97	23	4	103	110	101
COC(=O)c1cccc(-n2nnnc2SCC(=O)Nc2cc(C)on2)c1	13	103	94	2	10	101	99	98

4 entries from above, sorted by their value in RPL19A-GFP yeast, highest first:
smiles,RPL19A-GFP yeast
Cc1cccc(N2CCN(Cc3nc(CC4CC4)no3)CC2)n1,109
COc1ccc(CCN2CC(C(=O)OCC(=O)Nc3c(C)nn(-c4ccccc4)c3C)CC2=O)cc1OC (stereo not drawn),103
CNC(=O)Nc1ccc2snnc2c1,101
CC1(C)NC(=O)N(CCCOc2ccccc2Br)C1=O,99

The list continues:
SMILES	proCasp7 act	AGP1-GFP MLPCN	CIT2-GFP yeast	AHR act	procasp3 activ	MEP2 TOR yeast	LAP4 TOR yeast	RPL19A-GFP yeast
COc1ccccc1C(=O)NC(CCSC)C(=O)NC1CCCCCC1 (stereo not drawn)	-1	95	96	8	6	95	97	97
COC(Cc1nnc(SC)n1-c1ccc(Cl)cc1)OC	9	104	92	-3	-3	96	104	100
CCCCC(c1nnnn1CCOC)N1CCN(CC)CC1 (stereo not drawn)	-4	98	83	1	-4	94	98	101
Cc1ccc(Nc2nc(-c3ccc(S(=O)(=O)N4CCCC4)cc3)cs2)cc1C	-20	101	97	0	-4	102	100	97
CC(=O)Nc1cccc(NC(=O)Nc2ccc(C)c(Cl)c2)c1	2	94	96	0	-2	95	97	100
COc1ccccc1Cn1c(CCCO)nc2ccccc21	1	103	111	0	-3	103	106	100
O=C(Cn1cnc2ccccc21)N/N=C/c1cccc([N+](=O)[O-])c1	8	102	108	15	6	121	105	97
Cc1cc(CC(C)C)n(-c2nc3ccccc3c(=O)n2OCC(N)=O)n1	5	96	90	10	0	93	92	107
Cc1ccc(C(=O)N/C(=C\c2ccc(-c3ccccc3[N+](=O)[O-])o2)C(=O)NCCCN(C)C)cc1	-4	94	87	30	10	106	110	100
COc1ccc(S(=O)(=O)NCC2CCCN(C(=O)CC3CCCC3)C2)cc1 (stereo not drawn)	8	101	102	3	8	102	105	101
CN(C)C(CNC(=O)CCCN1C(=O)c2cccc3cccc(c23)C1=O)c1ccccc1 (stereo not drawn)	16	94	95	-3	14	105	104	93
COc1ccc(C(CC(=O)Nc2ncccc2C)N2Cc3ccccc3C2=O)cc1OC (stereo not drawn)	0	102	104	1	2	105	102	106
COc1cccc(C(=O)NNC2=CC(=O)CC(C)(C)C2)c1	-4	103	100	-1	-2	103	101	104
COc1ccc(C(=O)NNC(=O)Cc2ccc([N+](=O)[O-])cc2)cc1	4	95	97	0	-1	98	87	98
CC1CCCN(C(=O)COC(=O)c2ccc[nH]c2=O)C1 (stereo not drawn)	-5	97	101	0	2	102	102	96
COC(=O)c1cc(Br)c(=O)n(CCc2ccccc2)c1	2	98	106	18	10	102	102	101
CCOc1ccc(CN(C)C(=O)[C@H](Cc2ccccc2)NC(=O)OCc2ccccc2)cc1OC	-3	100	100	3	5	101	94	102
Cn1c(-c2ccc(C=O)s2)nc2c3ccccc3c3ccccc3c21	-23	69	80	24	46*	99	101	94
CCN1CCN(CC(O)COc2ccc3c(c2)CCC3)CC1 (stereo not drawn)	4	101	102	9	-5	108	102	102
COC(=O)c1cccc(C23CC4(C2)[C@H](CN(Cc2cccnc2)[C@@H]4c2ccccc2)C3c2ccc(C(F)(F)F)cc2)c1 (stereo partly drawn)	3	101	97	0	3	98	90	96
CC(=O)Nc1ccc(S(=O)(=O)Nc2cccc3cccnc23)cc1	-14	102	100	0	-2	104	94	102
O=C1c2ccccc2C(=O)N1CCSC(=S)N1CCOCC1	3	101	95	-3	10	104	114	100
COc1cccc(-c2ncc3ccccc3c2COC(=O)c2ccc(C(C)(C)C)cc2)c1	-10	96	94	1	1	87	91	93
O=C(Nc1ccc(N2CCOCC2)cc1)c1cccc2ccccc12	4	100	93	-1	2	105	110	100
COc1cccc(C(=O)N(c2ccc(OC)cc2OC)C2C=CS(=O)(=O)C2)c1 (stereo not drawn)	15	105	101	-1	10	105	95	97
O=S1(=O)[C@H]2C[C@@H]3C=C[C@@]2(CN1Cc1cccc(C(F)(F)F)c1)O3	2	97	92	0	8	87	88	94
Cc1nc(NC(=O)COC(=O)CNC(=O)c2ccco2)c(Cl)cc1Cl	-16	104	102	2	11	99	100	97
COc1ccc(S(=O)(=O)N2CCCCC2)cc1NC(=O)Cn1cnc2ccccc2c1=O	7	99	91	-1	-10	101	100	98
O=C(CN1C(=O)NC2(CCCCC2)C1=O)NCCc1ccccc1	0	97	91	1	6	99	95	94
CCOC(=O)c1cnc(SCC(=O)Nc2ccc3c(c2)OCCO3)nc1N	10	94	99	3	3	98	94	94

An excerpt from above, limited to AHR act.
| compound | AHR act |
| --- | --- |
| COc1ccc(S(=O)(=O)N2CCCCC2)cc1NC(=O)Cn1cnc2ccccc2c1=O | -1 |
| O=C(CN1C(=O)NC2(CCCCC2)C1=O)NCCc1ccccc1 | 1 |

Other entries.
SMILES	proCasp7 act	AGP1-GFP MLPCN	CIT2-GFP yeast	AHR act	procasp3 activ	MEP2 TOR yeast	LAP4 TOR yeast	RPL19A-GFP yeast
CC(OC(=O)C1CC=CCC1C(N)=O)C(Cl)=C(Cl)Cl (stereo not drawn)	7	100	91	-3	2	99	89	97
Cc1ccccc1OCC(O)Cn1c(N2CCN(c3ccccc3)CC2)nc2c1c(=O)[nH]c(=O)n2C (stereo not drawn)	-6	92	97	-2	8	76	86	101
c1ccc2c(Cn3ccnc3)c[nH]c2c1	7	104	100	21	-5	104	92	98
Cc1cc(C)cc(OCC(=O)OCC(=O)Nc2cc(C)nn2-c2ccccc2)c1	4	95	87	0	4	95	106	99
Cc1ccnc(NC(=O)CCC(=O)N(CC(=O)NC(C)(C)C)c2ccc(F)c(Cl)c2)c1	3	105	103	0	6	99	99	95
Cc1cc(=O)[nH]c(SCC(=O)NC(C)C2CC3CCC2C3)c1C#N (stereo not drawn)	-4	109	100	0	-4	107	100	107
O=C(CSc1nnnn1Cc1ccccc1)c1ccc(F)cc1	2	104	99	-3	6	95	106	97
COc1cccc(/C=C2\N=C(c3c(-c4ccccc4)noc3C)OC2=O)c1OC	3	89	90	6	9	102	69	115
CCOC(=O)[C@@H]1[C@H]2COc3ccc(Br)cc3[C@@H]2N2C(=O)N(c3ccc(Br)cc3)C(=O)[C@@]12C	3	98	95	1	0	103	105	94
O=S(=O)(N/N=C/c1ccc(F)cc1)c1ccccc1	4	106	95	3	-5	96	97	96
CCOC(=O)/C=C1\SCC(=O)N1CC(=O)N1CCOCC1	-5	106	109	1	-5	108	101	105
S=c1[nH]nc(-c2cccc3ccccc23)n1-c1cccnc1	-10	108	93	-1	1	109	108	100
Cn1c(=O)c2c(nc(CN3CCN(C(=O)c4ccco4)CC3)n2Cc2ccccc2F)n(C)c1=O	-2	105	113	-1	-3	93	116	98
O=C(NCc1ccccc1)c1onc(CSc2ccc(Cl)cc2)c1C(=O)NCC1CC1	4	93	111	1	5	92	110	104
CC1CCCC(NC(=O)c2cc(S(=O)(=O)N3CCOCC3)ccc2F)C1C (stereo not drawn)	3	101	96	4	-4	97	90	103
Cc1c(C#N)c2ncn(CCCN(C)C)c(=O)c2n1-c1ccccc1	11	107	117	0	15	112	97	97
O=C(CSc1nc(-c2cccs2)cc(C(F)(F)F)n1)NCCCN1CCOCC1	-3	98	94	-1	8	98	92	93
COc1cccc(CN2CC(C(=O)NCCSc3nnnn3C)CCC2=O)c1 (stereo not drawn)	1	100	91	-1	-4	96	112	98
COc1ccc(S(=O)(=O)c2ccc(O)cc2)cc1	7	105	x	4	1	111	93	99
CC#CC[N+](C)(CC#CC)CC(=O)c1ccccc1	10	98	103	0	-4	95	99	96
c1cnn(-c2cc(N3CCOCC3)ncn2)c1	-10	101	85	6	2	100	94	102
COc1cccc2c(=O)c3c(cnn3C)n(C)c12	-5	97	93	15	-3	96	101	95
CC(=O)Nc1cccc(-c2nnc(SCc3ccccc3C#N)n2C)c1	-1	106	110	0	8	105	91	99
CCNC(=S)Nc1cc(C)ccn1	9	97	93	-1	7	101	106	98
Cc1onc(-c2c(F)cccc2Cl)c1C(=O)N=C(N)N1CCCC1	0	98	92	2	10	96	94	91
CN1C(=O)NC(NC(=O)c2cccs2)(C(F)(F)F)C1=O (stereo not drawn)	0	98	84	0	0	92	87	94
Cc1cccc(N2CCc3c2nc2ccc(Br)cc2c3N)c1	-27	94	91	108*	-9	94	129	93
Cc1cccc(NC(=O)CN(C)C(=O)c2ccc(N3CCCCCC3)c([N+](=O)[O-])c2)c1C	0	97	94	0	3	102	97	94
O=C(c1cc2c(F)cccc2s1)N1CCCC1	-5	101	99	-6	2	108	111	107
OCC1CCCN(c2nc(CN3CCCCC3)nc3scc(-c4ccccc4)c23)C1 (stereo not drawn)	3	105	98	0	-1	97	91	105

Printed as active in AHR act (from the list above):
Structure	AGP1-GFP MLPCN	CIT2-GFP yeast	AHR act	procasp3 activ	MEP2 TOR yeast	LAP4 TOR yeast	RPL19A-GFP yeast
Cc1cccc(N2CCc3c2nc2ccc(Br)cc2c3N)c1	94	91	108*	-9	94	129	93
